Rab2A wt mod: changes GTP binding to wildtype dog Rab2A, up or down; 190,000 tested, 0.19% active; GST-Rab2 wt beads, Bodipy-GTP binding, flow cytometry; P61105; GTP binding activity, % at 10 µM; AID 760;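 active = GTP binding activity at least 20 points away from 100%, either lowered or raised; inconclusive = signal likely due to the compound's own green fluorescence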;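 also: 0% = beads with excess unlabeled GTP and 100% = no-compound control corrected for plate trend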
Pf gamet viab: inhibitors of late stage P. falciparum gametocyte viability; P. falciparum stage V gametocytes, ATP luminescence, 24 h; inhibition, % at 10.9 µM; 150,000 tested, 0.065% active; AID 743093;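 active = inhibition above the mean plus 3 SD of compounds within the control limits, set per campaign, cut at about 38% in these data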;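 also: 0% = DMSO wells and 100% = medium only without gametocytes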
HRas wt GTP bind: modulators of GTP binding to human HRas wildtype | 190,000 tested, 0.14% active | P01112 | GTP binding activity, % at 10 µM | GST-Ras wt beads, Bodipy-FL-GTP binding, flow cytometry; actives lie on both sides;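 active = GTP binding activity at least 20% away from the 100% baseline, either lowered as inhibitor or raised as activator; inconclusive = flagged as likely green fluorescent, judged across all proteins in the well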;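 also: 0% = unlabeled GTP competition control and 100% = no-compound control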
Target sequence (P01112 whole entry, looked up): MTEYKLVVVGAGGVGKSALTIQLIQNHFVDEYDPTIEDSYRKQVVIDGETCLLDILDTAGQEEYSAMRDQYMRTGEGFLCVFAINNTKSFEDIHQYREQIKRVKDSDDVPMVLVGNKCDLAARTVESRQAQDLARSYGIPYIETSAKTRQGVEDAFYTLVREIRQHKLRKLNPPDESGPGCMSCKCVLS
Mcl1-Noxa inh: disrupts binding of human Mcl-1 to Noxa peptide. 220,000 tested, 1.5% active. TR-FRET Mcl-1/Noxa peptide binding, 2 h. Q07820. inhibition, % at 21.7 µM. AID 1022;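 active = compounds that cut the protein-peptide binding signal by more than 50% relative to plate controls in a single-dose test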;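 also: His-tagged Mcl-1 with rhodamine Noxa BH3 peptide and terbium anti-His antibody; 0% = Mcl-1 plus Noxa peptide wells and 100% = peptide-only wells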
Target sequence (Q07820 whole entry, looked up): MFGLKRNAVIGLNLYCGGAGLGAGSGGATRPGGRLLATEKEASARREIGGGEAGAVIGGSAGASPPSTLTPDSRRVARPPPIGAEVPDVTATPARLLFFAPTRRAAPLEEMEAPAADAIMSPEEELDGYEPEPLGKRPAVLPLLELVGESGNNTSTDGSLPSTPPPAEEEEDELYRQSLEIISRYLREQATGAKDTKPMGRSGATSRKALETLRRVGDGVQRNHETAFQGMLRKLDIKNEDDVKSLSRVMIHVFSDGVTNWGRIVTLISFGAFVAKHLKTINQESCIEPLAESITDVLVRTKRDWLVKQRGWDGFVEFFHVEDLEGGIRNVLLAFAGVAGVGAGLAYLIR
Cdc42 wt: human Cdc42 wildtype GTP binding change, either direction. GST-Cdc42 beads, Bodipy-GTP binding, flow cytometry; actives lie on both sides. percent activity (GTP binding), % at 10 µM. 190,000 tested, 0.2% active;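 active = percent activity GTP binding at least 20 points away from the 100% baseline, either down as inhibitor or up as activator; inconclusive = compound flagged as likely green fluorescent from well-wide comparison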;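 also: median bead fluorescence of bound Bodipy-FL-GTP at 100 nM; 0% = excess unlabeled GTP control and 100% = no compound control; below 100% means less GTP binding so inhibitor and above means activator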
Target sequence (P60953 whole entry, looked up): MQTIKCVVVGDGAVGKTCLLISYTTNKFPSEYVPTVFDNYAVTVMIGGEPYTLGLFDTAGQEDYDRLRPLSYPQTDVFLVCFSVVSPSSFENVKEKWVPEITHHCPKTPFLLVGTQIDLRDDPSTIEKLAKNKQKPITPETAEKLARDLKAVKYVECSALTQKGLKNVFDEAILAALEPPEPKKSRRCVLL
Mcl1-Bid inh: disrupts binding of human Mcl-1 to Bid peptide; Q07820; TR-FRET Mcl-1/Bid-Dy647 peptide binding, 1536-well; inhibition, % at 21.7 µM; 220,000 tested, 0.97% active; AID 1021;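 active = compounds that cut the binding signal by more than half at the single screening dose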;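 also: His-tagged Mcl-1 with europium anti-His antibody binding Bid BH3 peptide; 0% = Mcl-1 plus peptide wells and 100% = peptide-only wells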
Rac1 act GTP bind: alters GTP binding to activated mutant human Rac1. GST-Rac1 activated beads, fluorescent GTP binding, flow cytometry; actives lie on both sides; 100% means binding = to untreated wells. percent activity (GTP binding), % at 10 µM. 190,000 tested, 0.11% active;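 active = GTP binding at least 20 percentage points away from the 100% baseline, in either direction, so actives lie on both sides; inconclusive = Compound likely fluorescent itself, or too few beads counted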
Avidin bead fluor: compound fluoresces at 488/530 nm on avidin beads; fluorescence (KMESF) at 10 µM; compound fluorescence 488/530 nm, flow cytometry; active compounds read high; 220,000 tested, 0.38% active; AID 1775; in the data active = fluorescence above about 47; also: inactives centre near 10
GSH bead fluor: compound fluoresces at 488/530 nm on GSH beads. GSH beads flow cytometry, compound fluorescence 488/530 nm; active compounds read high. fluorescence (KMESF) at 10 µM. 190,000 tested, 0.25% active; in the data active = fluorescence above about 89;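 also: glutathione beads carrying GST-tagged Bcl family fusion proteins plus one bare bead set; values are compound well signal with DMSO vehicle wells as background; inactives centre near 16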
Rab7 wt GTP bind: dog Rab7 wildtype GTP binding, inhibitors and activators; GST-Rab7 beads, fluorescent GTP binding, flow cytometry; actives lie on both sides; untreated = 100%, excess cold GTP = 0%; GTP binding activity (percent of control), % at 10 µM; 190,000 tested, 0.055% active;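 active = fluorescent GTP binding to Rab7 beads changed by at least 20 points from the 100% baseline, either direction, mostly lower; inconclusive = compound itself probably fluorescent, or too few beads counted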;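 also: median green fluorescence of bound Bodipy-FL-GTP per Rab7 bead population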
Rac1 wt GTP bind: human Rac1 wildtype GTP binding, inhibitors and activators | GST-Rac1 beads, fluorescent GTP binding, flow cytometry; actives lie on both sides; 0 = cold GTP competed, 100 = untreated | P63000 | GTP binding activity (% of control), % at 10 µM | 190,000 tested, 0.27% active;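 active = GTP binding activity at least 20 points away from the 100% control level, either lower or higher; inconclusive = compound flagged as likely green fluorescent, judged across all proteins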
Active calls of the source: *; ? = inconclusive; . = not tested or not shown.

SMILES	Rab2A wt mod	Pf gamet viab	HRas wt GTP bind	Mcl1-Noxa inh	Cdc42 wt	Mcl1-Bid inh	Rac1 act GTP bind	Avidin bead fluor	GSH bead fluor	Rab7 wt GTP bind	Rac1 wt GTP bind
COc1cc(C2CC(C(F)(F)F)n3ncc(C(=O)O)c3N2)cc(OC)c1OC (stereo not given)	99.0	-26.1	99.0	15.1	98.0	1.4	97.0	14	29	103.0	103.0
COc1ccccc1CNC(=O)C1CCN(S(=O)(=O)c2c(C)noc2C)CC1	99.0	.	102.0	7.3	98.0	-14.1	100.0	16	26	98.0	105.0
Cc1cc(Br)c(OCc2ccc(C(=O)N/N=C3\CC4CC=CC34)cc2)c(Br)c1 (stereo not given)	94.0	.	96.0	-6.2	97.0	-20.6	93.0	13	22	99.0	103.0
CC(OC(=O)c1ccccc1N1C(=O)C2C3CCC(C3)C2C1=O)C(=O)c1ccccc1 (stereo not given)	98.0	11.5	98.0	-1.4	100.0	-1.2	96.0	2	10	97.0	102.0
Nn1cnc2c([nH]c3ccccc32)c1=O	104.0	16.1	103.0	25.9	103.0	-4.6	99.0	10	11	102.0	104.0
CCOc1ccc(OC(=O)NC(c2ccccc2)C(Cl)(Cl)Cl)cc1 (stereo not given)	105.0	-25.0	104.0	8.8	103.0	-34.4	103.0	7	22	97.0	103.0
COc1ccc(OC)c(NC(=O)CSc2nnc(CCCO)n2-c2ccccc2)c1	98.0	.	97.0	0.1	101.0	-21.1	97.0	9	23	95.0	98.0
Cc1ccc(CN2CCCC(CO)(Cc3ccccc3C)C2)s1 (stereo not given)	96.0	.	95.0	-4.0	96.0	-41.0	96.0	10	17	98.0	97.0
CCn1c(CNC(=O)c2ccco2)nnc1SCC(=O)Nc1cc(C)c(C)cc1Br	104.0	8.0	104.0	9.2	106.0	-5.5	100.0	17	34	100.0	105.0
CCCN1C(=S)SC(C)(C)C1/[N+]([O-])=C/c1cccnc1 (stereo not given)	98.0	.	100.0	2.9	100.0	-11.1	98.0	14	12	101.0	100.0
O=C(NCc1ccccn1)Nc1ccccc1	98.0	2.0	95.0	0.1	98.0	1.3	97.0	10	12	95.0	96.0
O=C(Nc1cccc(F)c1)c1cc(S(=O)(=O)N2CCOCC2)cs1	94.0	-5.9	94.0	13.0	87.0	4.5	93.0	5	8	96.0	92.0
COc1ccc(S(=O)(=O)c2c(N)n(Cc3ccco3)c3nc4ccccc4nc23)cc1	98.0	.	100.0	57.5*	101.0	1.7	98.0	4	16	100.0	100.0
COc1ccc(C(=O)NNC(=O)CN2CCC(n3nnc4cc(F)ccc43)CC2)cc1	99.0	-24.4	98.0	3.9	101.0	-26.1	98.0	10	9	97.0	102.0
CCCn1c(C(O)c2ccc(OC)cc2)nc2ccccc21 (stereo not given)	102.0	-28.8	102.0	-4.3	104.0	-70.7	101.0	20	24	98.0	107.0
Cc1ccc(NC2OC(CO)C(O)C2O)cc1[N+](=O)[O-] (stereo not given)	98.0	.	99.0	0.8	101.0	0.0	97.0	6	31	102.0	101.0
CCOC(=O)c1ccccc1OCc1cc(/C=N/n2cnnc2)ccc1OC	96.0	-0.5	99.0	10.2	100.0	-15.4	95.0	33	14	95.0	96.0
Cc1c(C=O)c(=O)n(-c2ccccc2)n1-c1ccccc1	105.0	.	100.0	10.5	104.0	-9.9	102.0	9	13	103.0	105.0
CN(Cc1ccccc1)c1nc(N)c([N+](=O)[O-])c(Nc2cccc(F)c2)n1	99.0	6.3	101.0	-17.5	101.0	2.9	101.0	6	38	98.0	103.0
Cc1cccc(NC(=O)COC(=O)CNC(=O)C2CCCCC2)c1	99.0	-6.2	98.0	-11.1	100.0	-18.8	97.0	2	13	99.0	101.0
CCN(CCCNC(=O)COc1cc(=O)n(C)c2ccccc12)c1ccccc1	103.0	2.0	101.0	6.5	103.0	-35.2	100.0	13	16	96.0	102.0
COc1cccc(/C=N/NC(=O)CNC(=O)C2COc3ccccc3O2)c1O (stereo not given)	98.0	-6.0	97.0	-21.0	101.0	-48.0	98.0	10	16	96.0	100.0
CCN1CCN(c2ncc(C(=O)Nc3c(F)cc(F)cc3Br)c3ccccc23)CC1	?	.	?	28.4	?	18.5	?	6	30	?	?
CCN(C(=O)CSc1nnnn1-c1ccccc1)C1CCS(=O)(=O)C1 (stereo not given)	96.0	-6.5	94.0	-5.5	94.0	-21.7	94.0	10	18	103.0	95.0
Cc1ccc(N(CC(=O)N/N=C/c2cc(C)n(-c3ccccc3)c2C)S(C)(=O)=O)c(C)c1	99.0	-14.2	99.0	0.7	99.0	-16.6	96.0	5	28	101.0	101.0
New compounds follow:
SMILES	Rab2A wt mod	Pf gamet viab	HRas wt GTP bind	Mcl1-Noxa inh	Cdc42 wt	Mcl1-Bid inh	Rac1 act GTP bind	Avidin bead fluor	GSH bead fluor	Rab7 wt GTP bind	Rac1 wt GTP bind
C/C(CC(=O)Nc1ccc(F)cc1)=N\NC(=O)Cc1csc(N)n1	100.0	-1.3	100.0	10.0	101.0	-25.1	99.0	9	11	97.0	102.0
CC(=O)Nc1cccc(NS(=O)(=O)c2ccccc2[N+](=O)[O-])c1	102.0	-1.2	99.0	-2.2	98.0	14.0	99.0	12	12	105.0	103.0
N/C(=N\OC(=O)CC1CCCCC1)c1cccnc1	105.0	3.2	104.0	14.7	105.0	-34.3	100.0	12	21	105.0	104.0
CC(Oc1ccc(Br)cc1)C(=O)Nc1ccncc1 (stereo not given)	94.0	6.6	93.0	-4.7	93.0	1.2	92.0	9	11	101.0	89.0
COc1ccc2nc(/C=N/NC(=O)[C@H](C)NC(=O)OC(C)(C)C)ccc2c1	101.0	.	100.0	2.0	98.0	8.2	98.0	10	4	104.0	102.0
CC(C)Oc1ccccc1OCCCOc1cccc2cccnc12	100.0	-6.5	98.0	16.8	96.0	-4.1	93.0	6	9	109.0	99.0
CCOC(=O)/C(C#N)=C/C1=C(N2CCCC2)CC(C)(C)OC1	103.0	28.3	103.0	11.6	103.0	-7.0	102.0	7	31	100.0	105.0
CCN(c1ccccc1)S(=O)(=O)c1ccc(C(=O)Nc2nnc(COC)o2)cc1	91.0	-86.8	92.0	-72.2	90.0	-25.5	90.0	33	13	93.0	90.0
CC(C(=O)NCc1ccccn1)N1C(=O)c2ccccc2C1=O (stereo not given)	96.0	.	96.0	18.7	99.0	2.6	94.0	9	31	98.0	98.0
O=C(Cc1c(F)c(F)c(F)c(F)c1F)OC12CC3CC(C1)C(=O)C(C3)C2	102.0	.	103.0	8.7	104.0	-24.7	101.0	7	6	103.0	106.0
Cc1ccccc1-n1c(-c2ccc(=O)[nH]n2)n[nH]c1=S	98.0	.	96.0	7.2	99.0	-45.9	96.0	11	13	95.0	97.0
COc1ccc(-c2nnc(SCC(=O)Nc3sc4c(c3C#N)CCCC4)n2-c2ccccc2)cc1	92.0	9.0	95.0	0.3	92.0	28.1	91.0	6	17	93.0	95.0
CC(=O)Nc1ccc(N(C(=O)Cn2nnc3ccccc32)C(C(=O)NC2CCCC2)c2ccc(O)c(O)c2)cc1 (stereo not given)	99.0	.	97.0	14.4	97.0	-14.9	95.0	11	11	101.0	99.0
CCOc1ccc(NC(=O)N2CCN(Cc3ccc4c(c3)OCO4)CC2)cc1	99.0	8.6	97.0	-14.1	97.0	-10.4	96.0	7	19	100.0	98.0
CCOC(=O)c1cnn(-c2nc(SC)nc3sc4c(c23)CCC4)c1N	96.0	0.0	98.0	34.4	97.0	-20.3	97.0	3	20	101.0	96.0
CC(=O)c1ccccc1NC(=O)COC(=O)c1ccc2c(c1)nc(C)n2-c1ccccc1	100.0	.	97.0	-12.6	100.0	0.9	101.0	14	10	95.0	101.0
CC(C)(C)NC(=O)C(OC(=O)c1cccs1)c1ccc(C#N)cc1 (stereo not given)	99.0	-6.7	97.0	0.2	96.0	-7.5	96.0	13	16	99.0	102.0
Cc1noc(C)c1CS(=O)(=O)Cc1ccc(Cl)cc1	96.0	-15.5	97.0	2.9	95.0	-10.0	96.0	8	17	102.0	101.0
O=C1C=CCC(/C=C/c2ccccc2)O1 (stereo not given)	99.0	-31.4	102.0	-4.8	103.0	-0.5	97.0	11	16	100.0	100.0
CN(c1ncc(C(F)(F)F)cc1Cl)n1cc(C(=O)O)c2ccccc2c1=O	101.0	.	101.0	15.0	100.0	46.6	99.0	14	33	102.0	101.0
Cn1ncc2c(Nc3ccccc3Br)ncnc21	95.0	18.4	97.0	3.3	98.0	-22.0	96.0	7	52	96.0	98.0
CNC(=S)N(Cc1ccco1)Cc1cc2cc(OC)c(OC)cc2[nH]c1=O	98.0	4.6	96.0	18.2	95.0	-17.4	97.0	8	18	103.0	98.0
CC(Nc1cccc2ccccc12)C(=O)N/N=C/c1ccccn1 (stereo not given)	102.0	.	103.0	-0.7	102.0	-90.8	100.0	8	14	104.0	101.0
CCOC(=O)c1c(-c2cccs2)csc1N	96.0	-9.4	94.0	9.4	98.0	-66.4	96.0	14	12	102.0	97.0
CN(C)S(=O)(=O)N1CCN(CC(=O)Nc2cc(Cl)ccc2Cl)CC1	104.0	.	103.0	6.4	105.0	1.5	101.0	37	10	100.0	104.0
(more compounds)
SMILES	Rab2A wt mod	Pf gamet viab	HRas wt GTP bind	Mcl1-Noxa inh	Cdc42 wt	Mcl1-Bid inh	Rac1 act GTP bind	Avidin bead fluor	GSH bead fluor	Rab7 wt GTP bind	Rac1 wt GTP bind
N#Cc1c(Oc2ccc3ccccc3c2)sc(C(=O)c2ccccc2)c1N	97.0	4.2	100.0	12.6	97.0	13.9	97.0	12	38	101.0	104.0
CC(=O)C1=C(O)C(=O)N(CO)C1c1ccccc1F (stereo not given)	103.0	6.5	102.0	7.4	104.0	-12.4	101.0	30	23	99.0	107.0
O=C(O)c1[nH]nc2c1COc1ccccc1-2	100.0	11.7	99.0	7.8	100.0	-8.1	98.0	6	27	100.0	99.0
CCC1(CC)NC(=O)N(CC(=O)Nc2sc3c(c2C(N)=O)CCC3)C1=O	94.0	.	96.0	72.8*	94.0	-16.8	94.0	30	12	99.0	95.0
O=C(CCS(=O)(=O)c1ccc(Br)cc1)Nc1ccc(Cl)cc1F	98.0	.	98.0	16.9	101.0	-7.5	102.0	9	13	100.0	104.0
CCCCCC(=O)NC(=S)NNC(=O)CC	100.0	.	101.0	-10.8	100.0	-90.0	100.0	33	18	99.0	103.0
CC(C)(C)SCCNC(=O)CN(c1ccc(F)cc1)S(=O)(=O)c1ccccc1	100.0	11.6	98.0	22.4	98.0	-13.2	96.0	3	9	101.0	98.0

Quoted from the listing.
Result of `CCOc1ccc(OC(=O)NC(c2ccccc2)C(Cl)(Cl)Cl)cc1` (stereo not given) under Rac1 act GTP bind: 103.0
Result of `CCCCCC(=O)NC(=S)NNC(=O)CC` under Avidin bead fluor: 33
